# UCHL1 block: inhibitors of human UCHL1 deubiquitinase. inhibition, % at 20 µM. Ubiquitin carboxyl-terminal hydrolase isozyme L1 (Homo sapiens), P09936. purified UCHL1, Ub-rhodamine cleavage fluorescence. 0.2% of 47,000 active
# USP8 inh: inhibitors of human USP8 deubiquitinase; 4.2% of 47,000 active; inhibition, % at 20 µM; Ubiquitin carboxyl-terminal hydrolase 8 (Homo sapiens), P40818; purified USP8, Ub-rhodamine cleavage fluorescence, 30 min; AID 1645853, 2021
# USP10 inh: inhibitors of human USP10 deubiquitinase; Ubiquitin carboxyl-terminal hydrolase 10 (Homo sapiens), Q14694; purified USP10, Ub-rhodamine fluorescence, 60 min; inhibition, % at 20 µM; 1.1% of 47,000 active; AID 1645856, 2021
# USP30 inh: inhibitors of human USP30 deubiquitinase. 5.3% of 47,000 active. inhibition, % at 25 µM. purified USP30, Ub-rhodamine cleavage fluorescence. Ubiquitin carboxyl-terminal hydrolase 30 (Homo sapiens), Q70CQ3. AID 1645860, 2021
# USP7 inh: inhibitors of human USP7 deubiquitinase; Ubiquitin carboxyl-terminal hydrolase 7 (Homo sapiens), Q93009; purified USP7, Ub-rhodamine cleavage fluorescence; inhibition, % at 20 µM; 0.3% of 47,000 active; AID 1645854, 2021
# USP28 inh: inhibitors of human USP28 deubiquitinase; Ubiquitin carboxyl-terminal hydrolase 28 (Homo sapiens), Q96RU2; 3% of 47,000 active; purified USP28, Ub-rhodamine cleavage fluorescence, 30 min; inhibition, % at 25 µM
# Target sequence (Q96RU2 whole entry, looked up): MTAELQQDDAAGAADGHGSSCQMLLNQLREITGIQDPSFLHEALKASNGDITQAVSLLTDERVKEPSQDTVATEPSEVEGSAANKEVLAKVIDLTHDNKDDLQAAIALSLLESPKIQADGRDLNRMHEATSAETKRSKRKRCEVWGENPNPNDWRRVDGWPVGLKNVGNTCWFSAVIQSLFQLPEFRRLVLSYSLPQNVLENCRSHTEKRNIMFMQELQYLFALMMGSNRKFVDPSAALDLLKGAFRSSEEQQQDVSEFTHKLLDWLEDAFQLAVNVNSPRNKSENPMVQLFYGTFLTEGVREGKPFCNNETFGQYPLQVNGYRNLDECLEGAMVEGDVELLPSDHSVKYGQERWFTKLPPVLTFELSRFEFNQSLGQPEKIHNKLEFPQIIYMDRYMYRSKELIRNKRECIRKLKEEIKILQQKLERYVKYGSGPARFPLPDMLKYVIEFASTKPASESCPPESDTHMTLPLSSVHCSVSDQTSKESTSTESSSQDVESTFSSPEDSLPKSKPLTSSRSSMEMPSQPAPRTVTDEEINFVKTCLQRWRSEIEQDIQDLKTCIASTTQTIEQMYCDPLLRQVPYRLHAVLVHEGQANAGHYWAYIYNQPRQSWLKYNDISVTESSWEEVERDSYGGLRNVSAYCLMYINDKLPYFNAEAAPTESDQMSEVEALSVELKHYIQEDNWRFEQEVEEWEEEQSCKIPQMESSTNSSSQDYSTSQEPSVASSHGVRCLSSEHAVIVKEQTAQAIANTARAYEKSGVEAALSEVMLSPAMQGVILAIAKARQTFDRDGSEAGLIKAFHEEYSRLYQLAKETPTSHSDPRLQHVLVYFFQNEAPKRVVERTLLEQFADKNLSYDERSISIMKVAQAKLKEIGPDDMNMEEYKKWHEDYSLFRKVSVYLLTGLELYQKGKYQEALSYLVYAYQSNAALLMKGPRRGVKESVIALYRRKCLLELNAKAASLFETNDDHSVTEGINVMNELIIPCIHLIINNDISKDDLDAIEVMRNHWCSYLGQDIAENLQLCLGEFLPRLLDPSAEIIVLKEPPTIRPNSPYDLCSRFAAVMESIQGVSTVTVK
# OTUD3 inh: inhibitors of human OTUD3 deubiquitinase | OTU domain-containing protein 3 (Homo sapiens), Q5T2D3 | purified OTUD3, Ub-rhodamine fluorescence, 2 h | inhibition, % at 25 µM | 0.7% of 47,000 active | AID 1645858, 2021
# USP17 inh: inhibitors of human USP17 deubiquitinase; Ubiquitin carboxyl-terminal hydrolase 17-like protein 5 (Homo sapiens), A8MUK1; purified USP17, Ub-rhodamine cleavage fluorescence, 3 h; inhibition, % at 50 µM; 6.5% of 47,000 active; AID 1645855, 2021
# The depositor's hits bear a star; i = inactive; nt = no result given. Cut-off read from the data, not from the text of the source: active = inhibition above about 30%; inactive = the rest.
cpd	mol	UCHL1 block	USP8 inh	USP10 inh	USP30 inh	USP7 inh	USP28 inh	OTUD3 inh	USP17 inh
1	CC1c2ccsc2CCN1C(=O)c1cccn1C (stereo not drawn)	0	-2	-2	-4	nt	-4	-7	-1
2	CCC(C)N1CCN(Cc2cc(=O)[nH]c(-c3cccnc3)n2)CC1 (stereo not drawn)	-12	7	-8	-273	-13	-53	-38	-41
3	CCN1C(=O)[C@H]2CN(C(C)=O)C[C@H]2C12CCN(S(=O)(=O)c1cccc(C)c1)CC2	-1	-3	12	0	2	16	11	-2
4	Cc1ccccc1NC(=O)N(C)c1nc2c(s1)CN(Cc1ccccc1)C2=O	-9	-229	-4	-79	-5	-25	-30	-42
5	Cc1ccc(Cl)cc1NC(=O)CCCC(=O)c1ccccc1	-3	12	6	18	7	-4	1	-1
6	Cc1nc(-c2cc(F)ccc2C(=O)O)cc(C2CCN(C(=O)C(C)(C)C)C2)n1 (stereo not drawn)	2	18	4	27	9	14	21	18
7	Cc1cccc(Nc2nc(Nc3cccc(C(F)(F)F)c3)nc(N3CCOCC3)n2)c1	4	3	11	0	3	0	-3	-5
8	COc1ccc(-c2cnc3ncnc(N)c3n2)cc1	4	-20	3	20	5	4	20	13
9	COc1ccccc1C1(c2nnc(C(C)Oc3ccc(F)cc3)o2)CCOCC1 (stereo not drawn)	-1	7	-2	1	-25	-1	-1	3
10	COc1cccc(C(=O)NC2CCN(c3nnc4ccccn34)CC2)c1	-3	-36	-2	1	1	-5	-1	-11
11	CC(C)(C)C(=O)c1cn(CC(=O)N2CCc3ccccc3C2)c2ccccc12	1	1	-9	1	-8	3	1	-1
12	COc1ccc(C(=O)COC(=O)C2C3CCC(C3)C2C(=O)c2ccccc2)cc1 (stereo not drawn)	4	-3	9	2	3	-5	-1	4
13	COc1ccc(CN2Cc3ccccc3OC3(CCC(CO)CC3)C2)cc1C (stereo not drawn)	0	-134	0	-25	4	-9	-11	-26
14	CS(=O)(=O)c1ccc(N2CCCN(C(=O)c3ccc(C(F)(F)F)cc3)CC2)cc1	-2	-6	1	4	-3	-8	-47	-3
15	Cc1cc2c(cc1C)NC(CC(=O)Nc1ccc(O)cc1)C(=O)N2 (stereo not drawn)	2	81*	-5	-50	-8	24	-2	64*
16	O=C(CCc1nnc2ccc(N3CCOCC3)nn12)N1CCOCC1	8	28	1	29	12	4	13	13
17	CNc1nc2c(c(=O)n1C)CN(C(=O)Nc1ccc3ccccc3c1)CC2	-1	-2	1	-5	-4	-7	-9	0
18	Cc1cc(C)c(S(=O)(=O)Nc2cc(C(=O)O)ccc2N2CCN(C)CC2)c(C)c1	1	77*	-2	-24	-11	-2	-2	9
19	Cc1ccccc1CC(=O)Nc1ccc(-n2ccnc2C)nc1	-3	-8	-7	-47	-3	0	-7	5
20	CCNC(=O)CN1C(=O)CCCc2cc(S(=O)(=O)N3CCC(C)CC3)ccc21	1	15	3	11	5	3	4	4
21	COc1cc(OC)cc(C(=O)OCC(=O)Nc2ccc(N3CCCCC3)cc2)c1	1	-108	2	-7	-1	-6	-12	29
22	O=C(c1ccnnc1)N1CCCC1c1ncc(Cc2ccc(F)cc2)o1 (stereo not drawn)	1	0	-4	-1	3	7	1	-6
23	COc1ccc(C2c3ccsc3CCN2C(=O)c2c(C)noc2C)cc1 (stereo not drawn)	1	-13	-3	13	-7	20	13	2
24	CCc1cc(C2CCCN2C(=O)Nc2ccccc2Cl)on1 (stereo not drawn)	0	17	2	11	-5	11	5	13
25	CCc1ccccc1NC(=O)CN(C)c1ncccc1C#N	-3	-1	-4	-9	-2	-9	0	-8
26	COc1ccc(CCN2C[C@@]34CN(C(=O)c5cccnc5)C[C@@H](C[C@@H]3S2(=O)=O)O4)cc1	-1	3	0	4	0	-8	1	0
27	CC(C)(C)c1nc(CN2CCOC(Cn3cccn3)C2)no1 (stereo not drawn)	3	17	-1	6	5	4	10	5
28	O=C(c1ccc2c(c1)OCO2)N1CCn2c(nnc2C2CCNCC2)C1	1	-26	-1	10	5	5	4	-3
29	O=C(O)c1ccc(CN2CCc3nc4ccccc4n3CC2)cc1	-3	0	-2	3	-2	-4	-1	1
30	COc1cc(N)c(Cl)cc1C(=O)OCC(=O)c1ccc2c(c1)OCCO2	8	-3	5	0	-44	55*	1	1
31	COc1ccc(C2CNCCN2Cc2scnc2C)cc1 (stereo not drawn)	-1	-7	-3	-8	0	0	12	-9
32	Cn1cc(C(=O)c2cc(F)ccc2O)cc1-c1nc2ccccc2c(=O)[nH]1	-2	-6	-4	-59	-2	-21	-12	-23
33	CC[C@H]1OC(=O)[C@@H](C)[C@H](O[C@H]2CC(C)(OC)[C@@H](O)[C@@H](C)O2)[C@H](C)[C@@H](O[C@H]2O[C@@H](C)C[C@@H](N(C)C)[C@@H]2O)C(C)(O)C[C@@H](C)C(=O)[C@H](C)[C@@H](O)[C@]1(C)O (stereo partly drawn)	0	0	-3	3	3	-12	-5	-8
34	CCN1C[C@H]2C3(CCN(C(=O)c4ccccc4)CC3)CC[C@@]2(C(=O)N(C)C)C1	-2	-86	0	-17	0	-12	-5	-18
35	COc1ccc(CNC(=O)C(C)c2c(C)n[nH]c2C)c(OC)c1 (stereo not drawn)	0	0	3	-19	3	-10	-3	-3
36	CC(CCc1ccccc1)NC(=O)/C=C/c1cccc([N+](=O)[O-])c1 (stereo not drawn)	6	-56	9	34*	0	16	20	7
37	Cc1ccc(S(=O)(=O)N2CCOC23CCN(C(=O)c2ccccc2)CC3)cc1	2	11	2	33*	0	16	12	9
38	COc1ccc(-c2cc(C)no2)cc1S(=O)(=O)Nc1ccc(-c2ccno2)cc1	1	59*	4	28	1	2	5	10
39	CCCCOC(=O)c1ccc(N2C(=O)C3C(C2=O)C2c4ccccc4C=CN2C3C(=O)c2ccco2)cc1 (stereo not drawn)	-43	21	-11	i	-37	-143	-105	-71
40	COc1cccc(C2c3[nH]c4ccccc4c3C[C@H]3C(=O)N(CCCc4ccccc4)CC(=O)N23)c1 (stereo partly drawn)	-6	-13	-3	-102	-3	-26	-30	-17
41	COc1ccccc1N1CCN(C(=O)Cc2ccccc2[N+](=O)[O-])CC1	-2	-5	-2	3	-5	1	5	-14
42	O=C(Nc1nccnc1C(=O)NCC1CCCO1)c1ccccc1 (stereo not drawn)	-2	3	2	12	2	-2	0	9
43	COc1ccccc1C(=O)Nc1cc2c(cc1SC1CCCCC1)n(C)c(=O)n2C	2	10	3	28	3	14	6	14
44	C#CC(C)(C)NC(=O)c1cccnc1Oc1ccccc1	0	14	-2	27	3	12	8	9
45	Cc1cc(F)ccc1NC(=O)CCc1nc(CSc2nnc(-c3ccncc3)o2)no1	-2	-168	1	6	-1	-1	2	nt
46	Cc1nc2c(-c3ccc(F)cc3)c(C)[nH]n2c(=O)c1CCC(C)C	2	6	24	26	6	6	4	8
47	O=C(c1cc(C2CC2)on1)N1CCCC1c1ccccc1Cl (stereo not drawn)	0	0	-1	-2	-2	-3	3	-2
48	Cc1cccc(S(=O)(=O)NCc2c(C)nc3sc(C)nn23)c1	1	15	-5	15	2	9	7	11
49	CCc1c(C(=O)N2CCc3ccccc3C2)[nH]c(C)c1C(C)=O	-4	-4	0	9	-12	-6	-4	-8
50	COc1ccc(CCNc2ncnc3c2sc2nc(N4CCCC4)c4c(c23)CC(C)(C)OC4)cc1OC	9	18	-11	0	8	1	-1	5

# Given with one line to a screen: part of the list above.
39: CCCCOC(=O)c1ccc(N2C(=O)C3C(C2=O)C2c4ccccc4C=CN2C3C(=O)c2ccco2)cc1 (stereo not drawn)
30: COc1cc(N)c(Cl)cc1C(=O)OCC(=O)c1ccc2c(c1)OCCO2
43: COc1ccccc1C(=O)Nc1cc2c(cc1SC1CCCCC1)n(C)c(=O)n2C
36: CC(CCc1ccccc1)NC(=O)/C=C/c1cccc([N+](=O)[O-])c1 (stereo not drawn)
Screen / compound no.	39	30	43	36
UCHL1 block	-43	8	2	6
USP8 inh	21	-3	10	-56
USP10 inh	-11	5	3	9
USP30 inh	i	0	28	34*
USP7 inh	-37	-44	3	0
USP28 inh	-143	55*	14	16
OTUD3 inh	-105	1	6	20
USP17 inh	-71	1	14	7

# Continuation.
cpd	mol	UCHL1 block	USP8 inh	USP10 inh	USP30 inh	USP7 inh	USP28 inh	OTUD3 inh	USP17 inh
51	Cc1cccc(C(CC(=O)Nc2ccc3c(c2)OCCO3)n2cccc2)c1 (stereo not drawn)	2	1	6	-1	-3	9	-10	-2
52	CN1C(=O)Cc2cc(-c3csc(N)n3)ccc21	2	-30	4	-6	0	5	1	4
53	CC(C)CCN1C[C@H]2CCN(C(=O)c3cnccn3)CC[C@H]2S1(=O)=O	-3	-6	2	-6	-4	-2	-2	0
54	Cc1c(CC(=O)N2CCN(c3ccccn3)CC2)c(=O)oc2cc(O)ccc12	0	-11	-3	4	1	11	20	-5
55	COc1ccc(NC(=O)CC2C(=O)NCCN2C(=O)Nc2ccccc2C(C)(C)C)cc1 (stereo not drawn)	-1	3	-2	13	-16	1	0	3
56	Cc1noc(-c2nn(C)c3c2CN(C(=O)COc2ccc(Cl)cc2)CC3)n1	1	3	-3	7	-1	1	4	-2
57	COc1ccc(Nc2nc(N3CCN(CCO)CC3)nc3c2C(=O)CCC3)cc1	-1	-29	-2	-4	-3	-14	-9	-16
58	O=C(c1ccc(CNS(=O)(=O)c2ccc(Br)cc2)cc1)N1CCOCC1	2	23	0	28	2	20	11	28
59	CN1CC(=O)N(C2CCCNCC2)Cc2c(NC3CCCCC3O)ncnc21 (stereo not drawn)	-4	-145	-4	-54	0	-13	-12	-38
60	O=C(O)C1CC(=O)N(Cc2ccc(C(F)(F)F)cc2)C1 (stereo not drawn)	-5	-22	-1	-10	-1	-6	-12	-8
61	COc1ccc(CN(Cc2cc3cc(C)ccc3[nH]c2=O)C(=O)Nc2ccccc2)cc1	4	4	3	7	4	5	3	14
62	O=C(c1cnccn1)N1CCCC(c2nccnc2-c2ccccc2F)C1 (stereo not drawn)	1	19	0	18	5	3	12	11
63	CC1=C(C(=O)Nc2cccnc2)C(c2ccc(O)cc2)n2nc(-c3ccccc3)nc2N1 (stereo not drawn)	3	6	-3	5	2	15	8	5
64	CC(=O)Nc1onc(C)c1-c1ccc(C)c(S(=O)(=O)N2CCC3(CC2)OCCO3)c1	3	24	3	19	3	10	20	2
65	CCCC1CCC(c2ccc(C(=O)Oc3ccc(C)nc3)cc2)CC1 (stereo not drawn)	-2	-8	4	18	2	9	13	13
66	COC(=O)c1ccc(C2c3[nH]c4ccccc4c3C[C@H]3C(=O)N(C4CCN(Cc5ccccc5)CC4)CC(=O)N23)cc1 (stereo partly drawn)	-10	-6	-4	-54	1	-26	-17	-11
67	O=C(CCc1nc2cccnc2n1Cc1ccccc1)NCc1ccccc1Cl	0	-22	1	20	-14	-9	-7	-11
68	Cn1c(-c2nnc(SCC(=O)NCCc3ccccc3)o2)cc2ccccc21	2	23	11	57*	3	19	17	43*
69	CC(C)CC(=O)N1CCC2(CC1)[C@@H]1CN(CC(C)C)C[C@@H]1C(=O)N2C	-2	0	-2	nt	1	nt	-1	-22
70	Nc1n[nH]c(S(=O)(=O)Cc2ccccc2)n1	0	10	0	15	5	5	12	4
71	N#Cc1cccc(NC(=O)c2cc(-c3cccnc3)n(-c3ccc(F)cc3)n2)c1	0	-5	1	5	-10	6	-8	0
72	COc1ccccc1NC(=O)NCc1nc(-c2ccc(C(F)(F)F)cc2)no1	0	2	4	46*	3	9	8	24
73	Cc1nnc2ccc(C(=O)NC3CCN(Cc4ccccc4)CC3)cn12	-5	-12	-2	-39	0	-20	-17	-23
74	NC1=NC2(CCSC2)n2c(nc3ccccc32)N1 (stereo not drawn)	2	8	-1	-8	5	6	12	6
75	CCOC(=O)CSc1nc(Cc2ccccc2)nc2sc3c(c12)CC(C)(C)OC3	8	19	9	6	7	-2	8	10
76	Cc1ccccc1NC(=O)Cn1c(=O)c2c(ncn2C2CCCC2)n(Cc2ccccc2)c1=O	1	39*	7	-6	-39	5	12	11

# A second format for three compounds above:
# Values run as follows: UCHL1 block, USP8 inh, USP10 inh, USP30 inh, USP7 inh, USP28 inh, OTUD3 inh, USP17 inh
19: Cc1ccccc1CC(=O)Nc1ccc(-n2ccnc2C)nc1
    -3, -8, -7, -47, -3, 0, -7, 5
20: CCNC(=O)CN1C(=O)CCCc2cc(S(=O)(=O)N3CCC(C)CC3)ccc21
    1, 15, 3, 11, 5, 3, 4, 4
21: COc1cc(OC)cc(C(=O)OCC(=O)Nc2ccc(N3CCCCC3)cc2)c1
    1, -108, 2, -7, -1, -6, -12, 29

# Not a hit list; any-hit rate near 14%.
